Screening data as filed in PubChem.
TrxR1 inh = qHTS Assay for Inhibitors of Mammalian Selenoprotein Thioredoxin Reductase 1 (TrxR1): qHTS. Thioredoxin reductase 1, cytoplasmic (Rattus norvegicus), O89049. recombinant rTrxR1, NADPH fluorescence consumption, selenite substrate. Potency, µM (titrated, usually from 114 µM), for the others: at the highest dose activity change, negative = inhibition, most hits filed as inhibitors. 390,000 tested, 1% active; note: potency is the fitted concentration of half-maximal effect; % is set by controls: 0 for no effect and ±100 for the full control effect; nearly all actives have a fitted effect of over 65% in size
Target sequence (O89049 whole entry, looked up): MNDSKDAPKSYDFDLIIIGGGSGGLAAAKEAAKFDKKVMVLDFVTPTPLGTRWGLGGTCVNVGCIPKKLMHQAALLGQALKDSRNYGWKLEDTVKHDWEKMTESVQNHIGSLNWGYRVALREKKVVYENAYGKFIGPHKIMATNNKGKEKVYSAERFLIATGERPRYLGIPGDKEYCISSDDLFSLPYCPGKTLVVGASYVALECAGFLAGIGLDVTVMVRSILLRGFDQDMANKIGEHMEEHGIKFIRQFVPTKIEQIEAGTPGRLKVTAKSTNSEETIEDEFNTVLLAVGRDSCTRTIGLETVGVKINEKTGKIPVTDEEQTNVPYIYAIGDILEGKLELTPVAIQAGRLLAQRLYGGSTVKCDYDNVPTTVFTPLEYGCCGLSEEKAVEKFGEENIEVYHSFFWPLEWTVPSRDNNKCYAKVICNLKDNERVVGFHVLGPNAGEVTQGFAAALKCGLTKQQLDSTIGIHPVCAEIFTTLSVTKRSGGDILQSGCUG
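Rat TrxR1 (90 nM in the dispensed reagent) was pre-reduced with 400 uM NADPH for 5 min at room temperature, then incubated with compound for 15 min. After 400 uM selenite was added, NADPH fluorescence (Ex 340/Em 450 nm) was followed for 8 min.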
PI4K2A inh = qHTS for small molecular inhibitors of PI4K2A; purified PI4K2A, ADP-Glo luminescence, 1 h; hits give low values; activity change, negative = inhibition, % at 76.9 µM; 420,000 tested, 0.13% active; in the data active = activity change below about -50%; inconclusive = mostly about -30% to -49%;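 note: -100% = wells without enzyme as full effect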
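PI4K2A activity was measured by ADP-Glo luminescence: enzyme (4 ug/mL stock) and phosphatidylinositol (1.2 mM stock) in Tris pH 7.5/MgCl2/EGTA/Triton X-100 buffer were reacted with ATP (300 microM stock) for one hour at ambient temperature.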
TRHR enhancer = qHTS for Small Molecule Agonists and Allosteric Enhancers of Human TRH Receptor: Primary Screen for Enhancers; TRHR cells, fluo-8 calcium fluorescence, EC20 TRH enhancement; enhancement, % at 2 µM; 360,000 tested, 0.66% active; AID 493056, 2011; in the data active = enhancement above about 30%; note: 0% is about no effect
Target sequence (P34981 whole entry, looked up): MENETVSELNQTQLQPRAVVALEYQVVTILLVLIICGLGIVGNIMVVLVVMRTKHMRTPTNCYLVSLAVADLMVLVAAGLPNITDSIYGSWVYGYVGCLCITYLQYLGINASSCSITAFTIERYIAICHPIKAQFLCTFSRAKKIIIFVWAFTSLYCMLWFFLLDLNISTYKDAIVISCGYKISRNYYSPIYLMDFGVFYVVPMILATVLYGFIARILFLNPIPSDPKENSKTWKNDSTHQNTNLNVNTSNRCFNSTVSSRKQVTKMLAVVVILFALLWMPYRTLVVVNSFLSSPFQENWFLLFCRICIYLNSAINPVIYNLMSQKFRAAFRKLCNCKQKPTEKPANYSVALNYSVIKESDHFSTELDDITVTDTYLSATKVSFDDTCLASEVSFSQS
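TRHR-expressing cells loaded with fluo-8 calcium dye were read kinetically (ex 480/em 530) during compound addition, then stimulated with an EC20 of TRH (10 nM final). Enhancement of the Gq-mediated intracellular calcium response was scored.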
D2 ag = HTS Assay for Allosteric Agonists of the Human D2 Dopamine Receptor: Primary Screen for Agonists; 340,000 tested, 0.53% active; AID 485358, 2010; activation, % at 2 µM; HEK293 T-REx D2 cells, calcium flux agonist mode; D(2) dopamine receptor (Homo sapiens), P14416;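 active = activation over 3 SD above normal in the single-dose calcium agonist read, cut at about 30% in these data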; note: 0% is about no effect
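Agonism is scored from calcium flux in a force-coupled, inducible HEK293 cell line expressing D2, read kinetically for 180 s after compound addition against dopamine controls.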
TRHR ag = qHTS for Small Molecule Agonists and Allosteric Enhancers of Human TRH Receptor: Primary Screen for Agonists. 360,000 tested, 0.18% active. Thyrotropin-releasing hormone receptor (Homo sapiens), P34981. TRHR cells, calcium flux fluo-8, FDSS agonist mode. activation, % at 2 µM; in the data active = activation above about 30%; note: 0% is about no effect
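TRHR-expressing cells loaded with fluo-8 calcium dye; 23 nL library compound pin-transferred, kinetic FDSS fluorescence (Ex 480/Em 530) recorded about 180 s for agonist-induced calcium release, before a 10 nM TRH EC20 addition for potentiator mode.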
mIDH1 inhibitor = qHTS for Inhibitors of mutant isocitrate dehydrogenase 1 (IDH1): qHTS. IDH1-R132H enzyme, NADPH consumption, diaphorase/resazurin fluorescence. AID 602179, 2012. Potency, µM (series often up to 76.6 µM), for the others: at the highest dose activity change, negative = inhibition, usual class: inhibitors. 390,000 tested, 0.093% active; note: potency is the fitted concentration of half-maximal effect; % is set by controls: 0 for no effect and ±100 for the full control effect; nearly all actives have a fitted effect of over 65% in size
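IDH1-R132H (0.5 ug/mL dispensed) in pH 7.5 Tris buffer was preincubated 30 min with compound, then given a substrate mix of 0.016 mM NADPH and 2 mM alpha-KG for 80 min at room temperature; remaining NADPH was read by diaphorase/resazurin fluorescence.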
TrxR1 substrate = qHTS Assay for Substrates of Mammalian Selenoprotein Thioredoxin Reductase 1 (TrxR1): qHTS. Thioredoxin reductase 1, cytoplasmic (Rattus norvegicus), O89049. purified TrxR1 substrate turnover, NADPH consumption readout. Potency, µM (doses to about 114 µM), without a hit: at the top dose activity change, negative = substrate turnover. 390,000 tested, 0.01% active. AID 588456, 2011; note: potency is the fitted concentration of half-maximal effect; % is set by controls: 0 for no effect and ±100 for the full control effect; nearly all actives have a fitted effect of over 50% in size
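Rat TrxR1, dispensed at 90 nM, was prereduced with 400 uM NADPH (final) for 5 min at ~22 deg C, then incubated with compound 15 min before 400 uM selenite. A first-read NADPH fluorescence drop versus no-compound background flagged substrates.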
USP1 inh = Inhibitors of USP1/UAF1: Primary Screen | Ubiquitin carboxyl-terminal hydrolase 1 (Homo sapiens), O94782 | recombinant USP1/UAF1, Ub-Rhodamine cleavage fluorescence | Potency, µM (top dose mostly 57.1 µM), without a hit: at the top dose activity change, negative = inhibition, hits mostly inhibitors | 390,000 tested, 0.23% active; note: potency is the fitted concentration of half-maximal effect; % is set by controls: 0 for no effect and ±100 for the full control effect; nearly all actives have a fitted effect of over 60% in size; inactives centre near -12
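1 nM enzyme complex + cpd, 15 min RT; start with Ub-Rho 150nM final; kinetic fluorescence ex 480/em 540, 6 reads q60 s. Buffer 50mM HEPES pH 7.8, 0.5mM EDTA, 0.1 mg/ml BSA, 1mM TCEP, 0.01% Tween-20.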
D2 antag = HTS Assay for Allosteric Antagonists of the Human D2 Dopamine Receptor: Primary Screen for Antagonists | D(2) dopamine receptor (Homo sapiens), P14416 | HEK293 TREx D2 cells, calcium flux, dopamine EC80 | inhibition, % at 10 µM | 340,000 tested, 2% active | AID 485344, 2010; in the data active = inhibition above about 30%; note: 0% is about no effect
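Calcium flux kinetic readout in an inducible HEK293 TREx D2 line plated overnight at 30 C. After 180 s compound exposure, an EC80 dopamine challenge follows with another 180 s kinetic read to detect antagonism.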
* marks the source's active call; other numbers are inactive results; u = inconclusive; x = no result given; & = joins results of further samples; [ ] = remark or other dose. Unless noted, calls come from the whole dose curve; as a rule, active = well fitted inhibition curve with a large enough effect; inconclusive = small, poorly fitted or top-dose-only effect; inactive = no such curve, though single readings can be large or run the other way.

SMILES	TrxR1 inh	PI4K2A inh	TRHR enhancer	D2 ag	TRHR ag	mIDH1 inhibitor	TrxR1 substrate	USP1 inh	D2 antag
Cc1ccc(S(=O)(=O)N2CCC(=O)N(C(COCc3ccc(Cl)cc3)C(C)C)CC2)cc1 (stereo unspecified)	26%[57.1 µM]	0	-7	0.0	0.8	6%	7%[57.1 µM]	-26%	-5
CCOC(=O)CN1C(=N)N(c2nc(NC(C)C)nc(NC(C)C)n2)CC1=O	16%[57.1 µM]	-5	1	0.5	-0.1	9%	7%[57.1 µM]	1%	11
O=C1CC(N2CCC(c3nc4ccccc4o3)CC2)C(=O)N1c1cc(Cl)cc(Cl)c1 (stereo unspecified)	-8%	-4	-7	0.7	-0.4	-3%	-4%	-16%	-10
CN(CC(=O)Nc1cccc(F)c1)C(=O)c1ccc(NC2CC2)c([N+](=O)[O-])c1	5%	-2	1	-1.3	-1.1	1%	-3%	-8%	10
COc1cc(NC(=O)c2cc(Cl)ccc2Cl)ccc1NC(=O)c1cc2ccccc2o1	22%	1	-10	x	0.8	12%	7%	-23%	x
Cc1ccc(C(=O)N2CCC3(CC2)Oc2ccc(Cl)cc2C(=O)C32CC(c3ccccc3)=NO2)s1 (stereo unspecified)	34%	-4	-3	0.4	0.3	2%	6%	-17%	-8
CCS(=O)(=O)c1ccc(C(=O)NC)c(Cl)c1Cl	14%	6	-4	0.1	0.6	-24%	12%[57.1 µM]	0%	21
COc1ccc(C(NC(=O)CNC(C)=O)C(=O)Nc2ccc3c(c2)OCCO3)cc1 (stereo unspecified)	26%[57.1 µM]	3	3	x	0.5	4%	-4%[57.1 µM]	-19%	x
CCC1CCCCN1S(=O)(=O)c1ccc(NC(=O)c2nc(SC)ncc2Cl)cc1 (stereo unspecified)	24%	-2	16	0.4	0.2	-22%	-1%	-23%	x
Oc1ccccc1N=Cc1c(O)ccc2oc3c(c12)CCCC3	-2%	3	-2	0.6	3.2	-6%	-6%	-15%	-1
C#CCOCCOCCOCCNc1nc(N2CCN(C(=O)Cn3cc(CC(C)O)nn3)CC2)nc(N2CCN(C(=O)[C@H](CCCCN)n3cc(CCC(=O)O)nn3)CC2)n1 (stereo partly specified)	3%[57.1 µM]	-8	-2	0.5	0.3	-10%	8%[57.1 µM]	-11%	-10
CC(=O)c1cccc(NC(=O)CCNS(=O)(=O)c2cccc3nsnc23)c1	-19%	3	-1	-0.7	0.1	2%	-12%	3%	-4
O=C(CCNC(=O)c1ccc(Br)cc1)NCc1ccccc1F	5%	-3	-5	0.2	0.2	6%	0%	-4%	10
CC(C)(C)NC(=O)CN(C(=O)CCC(=O)Nc1nccs1)c1ccc2c(c1)OCCO2	19%	-1	1	-0.2	-0.6	-4%	2%	-25%	-4
CCCN1C(=O)/C(=C2\SC(N3CCCCC3)=NC2=O)c2ccccc21	17%[57.1 µM]	-2	-7	-1.2	0.8	-1%	5%[57.1 µM]	-26%	-2
CCCc1cc(=O)oc2cc(C)cc(OC(C)C(=O)NCC(O)c3ccccc3)c12 (stereo unspecified)	15%	0	-5	-0.5	-0.4	-9%	80%[activator]	-10%	5
O=c1[nH]c2c(s1)C(c1ccccc1)C1C3CCC(C3)C1S2 (stereo unspecified)	-11%	8	-8	1.1	0.4	-7%	-9%	-10%	-26
CCOc1ccc(NC(=S)N2CCCCCC2)cc1	-22%	3	-3	-1.7	-2.8	12%	-12%	-9%	3
COc1ccc(-n2ccnc2SCC(=O)NCc2ccc(F)cc2)c(OC)c1	24%[57.1 µM]	-11	-11	x	-0.9	8%	13%[57.1 µM]	-18%	x
O=C(NCc1nnc(SCC(=O)N2CCC(Cc3ccccc3)CC2)o1)c1ccccc1F	5%[57.1 µM]	5	0	-0.9	-0.1	-1%	2%[57.1 µM]	-12%	2
Cc1ncsc1CCSc1nc2ccccc2c(=O)n1C	-4%	1	5	0.4	-0.8	-8%	0%	-2%	2
Cn1c(NCc2ccco2)nc2ccccc21	11%	-2	3	0.2	-0.6	0%	7%	-4%	12
Cc1cccc(-n2c(=O)c3c(C)c(C)sc3n(CC(N)=O)c2=O)c1	3%	2	-3	-0.5	0.5	-4%	17%	-13%	0
O=C(CSc1nnc2c(Cl)cc(C(F)(F)F)cn12)N(Cc1ccccc1)Cc1ccccc1	46%	-6	-1	0.7	-0.9	-2%	29%	-11%	13
O=C(/C=C/c1ccc(F)cc1)NC(=S)N1CCN(Cc2ccccc2)CC1	-7%[57.1 µM]	1	-3	-1.1	-0.1	3%	-4%[57.1 µM]	-19%	1
The listing continues:
SMILES	TrxR1 inh	PI4K2A inh	TRHR enhancer	D2 ag	TRHR ag	mIDH1 inhibitor	TrxR1 substrate	USP1 inh	D2 antag
C=CCNC(=S)NCc1ccccc1	2%	5	16	-1.1	-0.3	-1%	-3%	-15%	-3
CC(C)(C)C(=O)NC1(C(F)(F)F)NC(=O)N(Cc2ccccc2)C1=O (stereo unspecified)	-1%[57.1 µM]	-1	-1	-1.6	-0.2	1%	-24%[57.1 µM]	-5%	7
COc1ccc(Cn2cnc3c([N+](=O)[O-])c(C)c(C)cc32)cc1	1%	5	x	x	x	6%	-3%	-22%	x
COc1ccc(-n2c(Cc3ccccc3)nnc2SCc2ccc([N+](=O)[O-])cc2)cc1	17%	0	-8	0.0	0.7	-2%	3%	-15%	1
CCOc1ccc(/C=C2\CCC(C3CCCC3)C2=O)cc1 (stereo unspecified)	7%	3	-3	-1.4	0.9	3%	2%	-5%	37*
COc1ccc(N(CC(=O)N2CCCCCC2)S(C)(=O)=O)cc1Cl	18%	-3	10	0.0	0.4	1%	6%	-11%	10
CCc1c(C)nc(N2CCN(c3ccccc3)CC2)[nH]c1=O	21%	0	8	0.1	0.1	-1%	3%	-5%	-2
O=C(Nc1ccc(Br)cc1)c1cc(S(=O)(=O)Nc2ccccn2)ccc1Cl	30%	-2	-2	-0.2	-0.8	2%	5%	u	-4
COCCN(C(=O)CC1CCCCC1)c1c(N)n(CC(C)C)c(=O)[nH]c1=O	27%	0	-3	0.7	-0.1	2%	5%	-1%	-48
Cc1nc2nc(C)c(CCC(=O)NCCCN3CCN(c4cccc(Cl)c4)CC3)c(C)n2n1	7%[57.1 µM]	-1&-5	0&8	75*	-0.1&0.3	4%&-2%	0%[57.1 µM]	-16%&-17%	73*
CC1Cc2ccccc2N1C(=O)COC(=O)C1=COCCO1 (stereo unspecified)	11%	3	7	-0.1	0.4	-4%	0%	-2%	11
CC(C)(Oc1ccc(Cl)cc1)C(=O)Nc1ccc2oc(-c3ccncc3)nc2c1	20%[57.1 µM]	-10	-6	x	0.4	6%	9%[57.1 µM]	-18%	x
CC/C(Cc1ccccc1)=N\NC(=O)c1cc(C)oc1C	9%	-1	-3	-0.5	0.5	6%	2%	-15%	-4

Random excerpt: 2 entries already listed.
SMILES	TrxR1 inh	PI4K2A inh	TRHR enhancer	D2 ag	TRHR ag	mIDH1 inhibitor	TrxR1 substrate	USP1 inh	D2 antag
Cc1ccc(S(=O)(=O)N2CCC(=O)N(C(COCc3ccc(Cl)cc3)C(C)C)CC2)cc1 (stereo unspecified)	26%[57.1 µM]	0	-7	0.0	0.8	6%	7%[57.1 µM]	-26%	-5
CC(C)(C)C(=O)NC1(C(F)(F)F)NC(=O)N(Cc2ccccc2)C1=O (stereo unspecified)	-1%[57.1 µM]	-1	-1	-1.6	-0.2	1%	-24%[57.1 µM]	-5%	7

Some of the entries above, set out differently.
Values run as follows: TrxR1 inh	PI4K2A inh	TRHR enhancer	D2 ag	TRHR ag	mIDH1 inhibitor	TrxR1 substrate	USP1 inh	D2 antag
COCCN(C(=O)CC1CCCCC1)c1c(N)n(CC(C)C)c(=O)[nH]c1=O
→ 27%	0	-3	0.7	-0.1	2%	5%	-1%	-48
CC(C)(Oc1ccc(Cl)cc1)C(=O)Nc1ccc2oc(-c3ccncc3)nc2c1
→ 20%[57.1 µM]	-10	-6	x	0.4	6%	9%[57.1 µM]	-18%	x
CCc1c(C)nc(N2CCN(c3ccccc3)CC2)[nH]c1=O
→ 21%	0	8	0.1	0.1	-1%	3%	-5%	-2

Taken from above:
CCc1c(C)nc(N2CCN(c3ccccc3)CC2)[nH]c1=O in TRHR ag has 0.1
CCOc1ccc(/C=C2\CCC(C3CCCC3)C2=O)cc1 (stereo unspecified) in mIDH1 inhibitor has 3%
COc1ccc(Cn2cnc3c([N+](=O)[O-])c(C)c(C)cc32)cc1 in TrxR1 inh has 1%
O=C(Nc1ccc(Br)cc1)c1cc(S(=O)(=O)Nc2ccccn2)ccc1Cl in TrxR1 inh has 30%
CC1Cc2ccccc2N1C(=O)COC(=O)C1=COCCO1 (stereo unspecified) in mIDH1 inhibitor has -4%
